eIF4E 4G PPI = blocks eIF4E binding to eIF4G; actives 0.37% (n = 220,000); P63073+Q04637; TR-FRET eIF4E-eIF4GI(517-606) binding, 2 h; inhibition, % at 21.7 µM; AID 782;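 also: 0% = full FRET control wells and 100% = background wells lacking eIF4GI fragment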
EBV gp42 block = inhibitors of Epstein-Barr virus glycoprotein 42. Fluorescence polarization binding assay, mP read-out. Q1HVG2. inhibition, % (tested at 21.74 µM). AID 1085. actives 0.42% (n = 220,000); in the data active = inhibition above about 50%
Thrombin inh = thrombin (human) inhibition; P00734; alpha-thrombin, Boc-VPR-AMC fluorogenic substrate cleavage; inhibition, % at 5 µM; actives 0.26% (n = 220,000); AID 1046;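 active = inhibition at or above 40%; inactive = inhibition below 40%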;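 also: 0% = enzyme with no compound and 100% = wells without enzyme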
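System – human alpha-thrombin protein · Reagent – Boc-VPR-AMC substrate, 15 µM final · Compound – 5 µM single dose in 0.2% DMSO · Schedule – reaction at room temperature · Technique – AMC fluorescence at 355 nm excitation and 460 nm emission · Read-out basis – % inhibition relative to enzyme controls and enzyme-free blanks · Control set – no-compound enzyme wells and no-enzyme blanks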
KCC2 mod = modulates chloride dependent transport by human KCC2; actives 2.2% (n = 190,000); B-score of Tl+ flux slope (higher = more flux/activation; lower = inhibition) at 10 µM; AID 1456; Q9H2X9; KCC2 cells, thallium flux FluoZin-2 fluorescence;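 active = thallium flux slope and its plate-corrected score both differing from the plate sample mean at a set confidence after two filtering rounds, in either direction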;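 also: slope of fluorescence scaled to starting intensity during 10 to 20 s after thallium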
NCF1 inh = blocks human p47phox regulatory protein of NADPH oxidases | p47phox/p22phox peptide binding, fluorescence polarization, 2 h | inhibition, % at 24.7 µM | actives 0.53% (n = 220,000) | AID 1274;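 also: 0% = p47phox with labelled peptide and 100% = labelled peptide alone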
Rad51 HR inh = blocks human Rad51 in homologous recombination; hRad51 DNA strand exchange, fluorescence dequenching; Q06609; inhibition, % at 10 µM; actives 0.085% (n = 200,000); AID 1385;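 active = inhibition above 40% at the single screening dose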;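 also: 0% = DMSO control wells and 100% = blanks with heterologous ssDNA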
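Test system: preformed human Rad51 ssDNA filaments; also added: Donor/quencher-labelled 47-bp dsDNA substrate; doses: 10 µM final, single point; times: 37 °C 15-min filament assembly, 30-min compound preincubation, 15-min exchange; detection: FRET fluorescence dequenching, excitation 485 nm, emission 520 nm; read-out basis: Fluorescence-based percent inhibition, control- and blank-normalised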
14-3-3 Bad PPI = disrupts binding of bovine 14-3-3 zeta to phospho-Bad peptide | TR-FRET 14-3-3zeta/Dy647-pBad peptide displacement, 1 h | inhibition, % at 21.7 µM | actives 0.71% (n = 220,000);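 active = inhibition above about 70%, limit read from the data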;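 also: 0% = full 14-3-3 plus peptide FRET controls and 100% = background without 14-3-3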
Furin inh = blocks human furin protease activity; inhibition, % at 30 µM; actives 0.061% (n = 220,000); purified furin, fluorogenic substrate cleavage; P09958; in the data active = inhibition above about 25%; also: inactives centre near -15
KLK5 inh = inhibitors of human kallikrein 5. Q9Y337. recombinant hK5, fluorogenic AMC substrate cleavage. inhibition, % at 5 µM. actives 0.59% (n = 210,000);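 active = inhibition of 40% or more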;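 also: 0% = enzyme controls without compound and 100% = no-enzyme blanks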
Active calls of the source: *; nt = no result given; [ ] = remark or other dose.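 The calls were made as follows, unless noted: active = inhibition above about 30% (limit read from the data); inactive = the rest.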

SMILES	eIF4E 4G PPI	EBV gp42 block	Thrombin inh	KCC2 mod	NCF1 inh	Rad51 HR inh	14-3-3 Bad PPI	Furin inh	KLK5 inh
O=C(c1ccco1)N1CCN(S(=O)(=O)c2ccc(Cl)s2)CC1	-2	-5	-3	nt	8	-1	1	0[20 µM]	13
CC1CCC(NC(=O)C2c3ccccc3C(=O)N2CCCN2CCOCC2)CC1 (centres undefined)	-14[fluorescence artefact?]	-11	1	0.76	-1	1	-10[fluorescence artefact?]	-32	-16
CC(C)(C)C(=O)Nc1ccc(Oc2ccc3c(c2)C(=O)N(c2ccc(O)cc2)C3=O)cc1	-25	-3	0	-0.024	-13	-5	19	-3[20 µM]	-22
CCOCC(=O)Nc1cc(Cl)ccc1C	-2	-1	2	-0.045	5	35	2	-16	-1
O=C(CN1C(=O)C2CC=CCC2C1=O)Nc1ccc(-c2nnc3n2CCCCC3)cc1 (centres undefined)	5	-6	-14	0.76	-5	-4	-4	-7	-2
N=c1n(CCN2CCCCC2)c2ccccc2n1CC(O)c1ccc(Cl)c(Cl)c1 (centres undefined)	-2	5	3	-0.15	-10	4	62	-17[20 µM]	-11
CCCc1nc2oc3c(NCC4CCCO4)ncnc3c2c2c1COC(C)(C)C2 (centres undefined)	7	-3	1	-0.59	3	5	8	-13	3
COC(=O)C12CCC(C)(c3nc4ccccc4nc31)C2(C)C (centres undefined)	0	1	1	-0.12	0	1	-10	-28	2
O=C(COc1ccccc1)Nc1ccc(S(=O)(=O)N2CCCC2)cc1	3	-18	-10	0.83	-2	-1	5	-7	-22
C=CCN1C(=O)C(CC(=O)Nc2ccccc2)SC1=Nc1ccc(S(N)(=O)=O)cc1 (centres undefined)	4	-7	-2	0.98	-10	nt	1	-14[20 µM]	0
CC1Cc2ccccc2N1C(=O)CSc1nc(-c2ccco2)cc(C(F)(F)F)n1 (centres undefined)	-4[fluorescence artefact?]	4	-9	nt	-14	nt	-2[fluorescence artefact?]	-17	-9
COc1ccc(C(=O)OC2CCN(c3ncc(C(F)(F)F)cc3Cl)CC2)cc1	10	-5	2	-0.015	-12	-7	0	-17	4
CC(C)C(NC(=O)/C=C/c1ccc(F)cc1)C(C)C	0	5	-11	nt	-30	1	-5	-19	-17
CCOC(=O)c1sc(N(Cc2ccccc2)C(=O)CSc2nnc(C3CC3)n2N)nc1C	-4	-23	3	-1.4	-13	3	1	-16	-10
Cc1cc(C)nc(N/N=C/c2cc3c(cc2[N+](=O)[O-])OCO3)n1	-2	-6	-4	-0.25	2	nt	-8	-22	-2
C=CCn1c(=O)/c(=C/c2ccc(O)cc2)s/c1=C(/C#N)c1nnc2n1CCCCC2	10[fluorescence artefact?]	-135	-8	nt	-108	-130	-18[fluorescence artefact?]	-2[20 µM]	-2
CCOC(=O)c1ccc(NC(=O)c2nc[nH]c2C(=O)N[C@@H](CC(C)C)C(=O)OCc2ccccc2)cc1	-3	8	-6	0.41	-9	-2	-8	-11	-4
COC(=O)c1oc2ccccc2c1N	-2	-1	-5	0.45	-7	0	0	-18[20 µM]	-14
O=C(CCCNS(=O)(=O)c1cccc2nsnc12)NCCc1ccccc1	6	3	1	nt	-5	-6	2	-10	31
NCCNCCNCCN	1	-26	-7	-0.09	-6	3	4	-16	-20
CCCCOc1ccccc1N	-2	-9	-2	0.95	-14	-2	-21	-12[20 µM]	0
COc1ccccc1Nc1nc(N)nc(CN2CCc3ccccc3C2)n1	2	-9	0	-0.1	-32	-5	7	-13[20 µM]	-10
CC(=O)Nc1ccc(S(=O)(=O)NCCc2ccc(F)cc2)cc1	4	4	5	-1.1	-13	1	46	-5[20 µM]	18
O=C(N/N=C\c1ccc(O)c([N+](=O)[O-])c1)c1ccccc1-n1cccc1	11	-17	-11	-0.24	-8	-12	6	-6	-12
CCN(CC)S(=O)(=O)c1ccc2nc(SC)sc2c1	1	4	3	-0.69	-7	0	13	-4[20 µM]	0
CN(C)S(=O)(=O)c1cccc(NC(=S)N/N=C/c2ccco2)c1	0	-17	-4	6.3*	-8	13	-11	-2	-13
COc1ccc2cc3cc(C(=O)NCCN4CCc5ccccc5C4)sc3nc2c1	4	-4	-12	-0.33	-5	5	-14[fluorescence artefact?]	-49	-23
COc1ccccc1N1CCN(S(=O)(=O)c2cn(C)c(=O)n(C)c2=O)CC1	2	-3	-2	1.2	-12	4	5	-26	-4
Cn1cccc1/C=N/n1c(-c2ccccc2)n[nH]c1=S	3	-22	2	1.7	9	0	0	-8	-21
CCc1nnc(NC(=O)C2c3ccccc3Oc3ccccc32)s1	-9	0	-1	-0.87	5	5	19	-20[20 µM]	-3

Structures listed above that bear a hit mark in KCC2 mod:
| SMILES | eIF4E 4G PPI | EBV gp42 block | Thrombin inh | KCC2 mod | NCF1 inh | 14-3-3 Bad PPI | Furin inh | KLK5 inh |
| --- | --- | --- | --- | --- | --- | --- | --- | --- |
| CN(C)S(=O)(=O)c1cccc(NC(=S)N/N=C/c2ccco2)c1 | 0 | -17 | -4 | 6.3* | -8 | -11 | -2 | -13 |

Some entries already given with just Thrombin inh, Furin inh and 14-3-3 Bad PPI:
SMILES	Thrombin inh	Furin inh	14-3-3 Bad PPI
CN(C)S(=O)(=O)c1cccc(NC(=S)N/N=C/c2ccco2)c1	-4	-2	-11
COc1ccc2cc3cc(C(=O)NCCN4CCc5ccccc5C4)sc3nc2c1	-12	-49	-14[fluorescence artefact?]
COc1ccccc1N1CCN(S(=O)(=O)c2cn(C)c(=O)n(C)c2=O)CC1	-2	-26	5
Cn1cccc1/C=N/n1c(-c2ccccc2)n[nH]c1=S	2	-8	0

(list continues)
SMILES	eIF4E 4G PPI	EBV gp42 block	Thrombin inh	KCC2 mod	NCF1 inh	Rad51 HR inh	14-3-3 Bad PPI	Furin inh	KLK5 inh
O=S(=O)(Nc1nc2ccccc2nc1N1CCc2ccccc2C1)c1ccc(Cl)cc1	-1	-2	-14	3.2	-17	-6	-2	-6	-18
COC(=O)CSc1nc2cc(C)ccc2cc1C#N	0	-6	5	-1.4	0	1	3	-25	-5
Cc1oc2c(c1C(=O)Nc1ccc(C(=O)O)cc1)CCCC2	-4	-3	0	nt	5	0	3	-13[20 µM]	-32
Cc1ccc(-c2csc(NC(=O)C3CC=CCC3C(=O)O)c2C(=O)OC(C)C)cc1 (centres undefined)	1	9	3	-1.1	-14	nt	-10	-6[20 µM]	2
CSc1ccc(CNc2ccc(Cl)cc2)cc1	-1	1	1	0.49	-5	6	1[fluorescence artefact?]	6[20 µM]	-8
CC(NC(=O)COc1ccccc1)C(=O)NC1=NCCS1 (centres undefined)	-7	8	0	-0.28	-4	0	7	-16[20 µM]	16
CC1CC(=O)N(C)c2cc([N+](=O)[O-])ccc2N1 (centres undefined)	-5	-7	-7	1.1	3	7	-11	-11	0
CCOC(=O)c1sc2nc(N3CCOCC3)c3c(c2c1N)CCCC3	2	-6	-3	nt	-9	1	3	-24	-97
CC(=O)Nc1ccc(NC(=O)Cn2c(=O)n(-c3ccc(F)cc3)c(=O)c3oc4ccccc4c32)cc1	3	-3	-2	-0.014	nt	nt	6	-36	4
Cc1cc(NC(=O)CSc2nnc(-c3ccncc3)n2Cc2ccccc2)n(-c2ccccc2)n1	7	-13	1	-0.72	-7	-7	-3	-14	0
Cc1ccc2c(C)c(C(=O)Nc3nnc(C)s3)oc2c1	5[fluorescence artefact?]	-14	9	-0.75	-4	-6	6	-17	-2
CC1(C)CC(=O)C2=C(C1)N(CCN1CCOCC1)C1=C(C(=O)CC(C)(C)C1)C2c1cccc(F)c1	4	-30	-1	-1.2	-7	-11	-8[fluorescence artefact?]	-67	-6
CN1CCN(/C=N/C2=C(C#N)C(c3ccccc3)C3=C(CC(C)(C)CC3=O)O2)CC1 (centres undefined)	14	8	-1	nt	-61	0	0	-7[20 µM]	21
COc1ccc(NC(=O)Cn2c(C(C)C)nc(C)cc2=O)cc1Cl	4	-14	5	0.39	nt	nt	4	-35	15
NNC(=O)c1nn(-c2ccc(Cl)cc2)cc1O	-4	-1	-8	0.27	2	nt	-5	-17	-2
O=C(CCCSc1nc2sc3c(c2c(=O)[nH]1)CCC3)NCCO	19	13	-5	-4.2*	-8	nt	-19	-10	0
CCc1ccc(OCC(=O)N(CC)CC)cc1	3	-12	1	-1.7	-8	-14	-21	-12	1
CC(=O)Oc1ccc2c(=O)c(Oc3ccccc3)c(C)oc2c1OC(C)=O	10	-35	2	1.1	-4	-2	-1	-8	-17
COc1ccccc1-n1c(CNC(=O)c2ccc(S(=O)(=O)N3CCOCC3)cc2)n[nH]c1=S	-8	-10	2	-0.14	-8	-3	-7[fluorescence artefact?]	-19[20 µM]	-32
CC(C)CNC(=O)COC(=O)c1ccc(Cl)c(S(N)(=O)=O)c1	-2	-18	3	0.62	-3	nt	-8	-16[20 µM]	-1
O=c1[nH]c(NC2CCCCC2)nnc1Cc1ccccc1	-3[fluorescence artefact?]	0	0	nt	-2	-3	13[fluorescence artefact?]	-8	4
Cc1cc2c(c(=O)o1)C(c1cccs1)C(C#N)=C(N)O2 (centres undefined)	0	21	-6	-0.25	-10	-5	-17	-15	-13
COc1ccc(N2C(=O)CC(Nc3ccc(N4CCOCC4)cc3)C2=O)c(OC)c1 (centres undefined)	1	-17	-4	-0.59	-15	9	-5	-25[20 µM]	3
COc1cc2c(cc1OC)C(c1ccc(C)o1)CC(=O)N2 (centres undefined)	2	-2	-4	1.1	-14	-2	5[fluorescence artefact?]	-25	-4
CCCCc1ccc(N2C(=O)[C@@H]3C(CC(N)=O)NC4(C(=O)Nc5ccc(F)cc54)[C@@H]3C2=O)cc1 (some centres undefined)	-3	12	-5	nt	-11	0	-10	-23[20 µM]	-6
Cc1c(CCOC(=O)CC23CC4CC(CC(C4)C2)C3)sc[n+]1CC(=O)c1ccccc1	-3	-17	-5	1.1	-16	1	-3	-29	2
O=C(CSc1cccs1)Nc1cccc2ccccc12	1	7	-4	-0.47	-26	2	-9	-12	-22
CCOC(=O)c1ccc(N/C=C/C(=O)c2ccco2)cc1	5	-4	-6	0.61	3	nt	6	-15[20 µM]	-12
O=C(CCC(=O)c1ccccc1)NCCOc1ccccc1	-1	-17	-6	-0.032	-2	0	2	-3	-6
O=C(Nc1cc(Cl)ccc1Cl)c1ccc(-c2ccccc2)cc1	0[fluorescence artefact?]	-18	2	1.5	-24	8	-6[fluorescence artefact?]	-11	-14
CCCS(=O)(=O)N1CCN(S(=O)(=O)c2ccccc2)CC1	64*	-16	-1	0.63	-4	5	5	-6[20 µM]	1
Cc1ccc(OCCn2c(=O)n(C)c3ccccc32)cc1	2	-14	1	-0.21	0	0	-6	-8	-3
Cc1csc2c(SCC(=O)NNS(=O)(=O)c3cccc(C(F)(F)F)c3)ncnc12	6	-1	-4	-1.1	-2	-14	3	20	3
O=[N+]([O-])c1ccc(CSc2nnc(Cc3ccccc3)n2-c2ccc(F)cc2)cc1	29	-10	1	-1.8	-11	8	50[fluorescence artefact?]	-9	-12
C/C(=N\OCC(=O)Nc1ccc2c(c1)OCCO2)c1ccc2c(c1)OCCO2	2	-12	10	-0.38	-11	-1	-18	-16	21
CCOC(=O)n1c(=O)n(Cc2cccc(F)c2)c2ccccc21	2	-5	-3	nt	-1	4	-5	-8	10
CCOC(=O)c1c(C)nc2c(c1-c1ccc(OC)c(OC)c1)C(=O)c1ccccc1-2	1	-20	-4	nt	-8	6	2	-24	7
CCOC(=O)C1=C(C)NC(C)=C(C(=O)OCC)C1C(=O)OCC(=O)N(C)C1CCS(=O)(=O)C1 (centres undefined)	2	3	-10	-0.0025	-6	11	-20	-27	3

Compound activity as filed in PubChem.

Outcome played no part in choosing rows. Share with any hit: about 4.7%.
